Assay outcomes from PubChem.
KCNQ1 inh = inhibitors of human KCNQ1 channel, primary screen, cell-based, thallium flux, high-throughput; Potassium voltage-gated channel subfamily KQT member 1 (Homo sapiens), P51787; CHO-K1 KCNQ1, FluxOR thallium flux fluorescence; hits give high values; B-score at 10 µM; 1.3% of 310,000 active; AID 2642, 2010;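 active = compounds whose thallium flux B-score, printed positive for inhibition, exceeds three library SD while starting fluorescence stays within three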;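 also: channel opened by potassium depolarization with thallium stimulus after 20 min compound exposure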
RGS4 block = RGS4 inhibitors, primary screen, cell-based, HEK293 M3R inducible RGS4, calcium flux; Regulator of G-protein signaling 4 (Homo sapiens), P49798; Fluo-4 calcium flux; hits give high values; triggered by carbachol at its EC20; B-score at 10 µM; 0.45% of 310,000 active; AID 463165, 2010;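 active = B-score, a plate-corrected calcium signal, over three deviations above library mean, with baseline fluorescence within five deviations of library mean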;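 also: RGS4 expression induced by doxycycline in cells with stable M3 receptor; B-score is computed from the integrated fluorescence ratio over baseline after carbachol; higher B-score means a larger calcium signal and so more RGS4 inhibition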
KCNK3 block = human KCNK3 channel inhibitors, primary screen, CHO cells, FluxOR thallium flux, B-score; Potassium channel subfamily K member 3 (Homo sapiens), O14649; FluxOR fluorescence; hits give low values; B-score at 10 µM; 0.84% of 340,000 active; AID 602410, 2012;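 active = B-score under library mean minus 4 SD, starting fluorescence ratio at most library mean plus 5 SD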;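 also: more negative B-score means stronger inhibition of thallium flux through KCNK3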
Target sequence (O14649 whole entry, looked up): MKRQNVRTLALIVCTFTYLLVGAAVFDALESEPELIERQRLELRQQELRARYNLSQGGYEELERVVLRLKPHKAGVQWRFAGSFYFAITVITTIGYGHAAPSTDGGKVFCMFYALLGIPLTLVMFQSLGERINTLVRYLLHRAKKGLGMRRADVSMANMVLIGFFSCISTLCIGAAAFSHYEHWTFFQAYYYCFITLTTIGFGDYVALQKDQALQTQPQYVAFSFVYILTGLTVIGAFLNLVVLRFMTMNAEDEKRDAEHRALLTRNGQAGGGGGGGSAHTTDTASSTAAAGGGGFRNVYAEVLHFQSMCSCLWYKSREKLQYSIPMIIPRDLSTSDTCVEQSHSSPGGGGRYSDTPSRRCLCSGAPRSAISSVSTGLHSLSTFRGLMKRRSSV
KCNQ1 pot = potentiators or activators of KCNQ1 channel, primary screen, cell-based, thallium flux, high-throughput | Potassium voltage-gated channel subfamily KQT member 1 (Homo sapiens), P51787 | CHO-K1 KCNQ1, thallium flux FluxOR fluorescence; hits give high values | B-score at 10 µM | 0.35% of 310,000 active | AID 2648, 2010;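 active = fluorescence ratio B-score, a plate-corrected score, at least three library SD, with initial intensity B-score within 5 SD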
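Assay system: CHO-K1 cells stably expressing KCNQ1. Medium: assay buffer for compound exposure, DMSO matched across wells. Timing: 37 °C overnight plating, 90-min dark dye load, 20-min compound pretreatment. Signal: kinetic FluxOR fluorescence, 10 s baseline plus 110 s post-stimulus.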
TMEM16A act = TMEM16A chloride channel activators or potentiators, primary screen, cell-based, HTS; 0.3% of 340,000 active; B-score at 10 µM; HEK293 TMEM16A/YFP-H148Q/I152L, iodide quench fluorescence; hits give low values; Anoctamin-1 (Mus musculus), Q8BHY3;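 active = fluorescence-ratio B-score plate-corrected deviation score at least 3 library SD below zero, with starting fluorescence score within 5 deviations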;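 also: channel opened by trigger with iodide after compound preincubation; score built on the fluorescence ratio of max minus min over baseline; more negative score means more quench and so TMEM16A activation or potentiation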
KCNK9 block = KCNK9 potassium channel inhibitors, primary screen, HEK293 cells, thallium flux | FluxOR thallium flux fluorescence; hits give low values | B-score at 10 µM | 1.2% of 310,000 active | AID 488922, 2010;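 active = ratio B-score over 3 SD below the library mean, with starting fluorescence within 5 SD of its mean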;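 also: negative B-score means less thallium flux so channel inhibition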
Target sequence (Q9NPC2 whole entry, looked up): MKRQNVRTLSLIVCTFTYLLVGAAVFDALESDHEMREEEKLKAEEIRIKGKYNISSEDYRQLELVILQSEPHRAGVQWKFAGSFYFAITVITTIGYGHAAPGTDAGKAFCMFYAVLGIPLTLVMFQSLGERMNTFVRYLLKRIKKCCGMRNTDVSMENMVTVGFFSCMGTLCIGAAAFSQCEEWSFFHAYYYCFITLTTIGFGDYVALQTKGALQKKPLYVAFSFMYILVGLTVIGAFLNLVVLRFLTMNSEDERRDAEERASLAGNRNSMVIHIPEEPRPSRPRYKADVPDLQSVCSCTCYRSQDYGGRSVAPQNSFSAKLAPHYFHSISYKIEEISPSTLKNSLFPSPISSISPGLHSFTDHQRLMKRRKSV
ANO1 block = TMEM16A chloride channel inhibitors, primary screen, cell-based, HTS | Anoctamin-1 (Mus musculus), Q8BHY3 | HEK293 TMEM16A/YFP iodide influx fluorescence, ionomycin | AID 588511, 2011 | 1.2% of 310,000 active | normalized B-score (activity score, 25-100; higher = stronger inhibition) at 10 µM;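 active = ratio plate-corrected score three or more library SD toward inhibition, starting fluorescence score within five deviations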;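 also: score derived from kinetic fluorescence span divided by baseline fluorescence per well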
hERG protect = hERG rescue from dofetilide block, primary screen, cell-based, CHO-hERG, FluxOR thallium flux, dofetilide IC70 | dofetilide IC70 present | activation (rescue from dofetilide block), less the hit threshold, % at 10 µM | 0.51% of 310,000 active;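 active = activation above the mean of controls blocked by dofetilide plus 5 SD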;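 also: thallium influx through hERG after potassium depolarization seen as dye fluorescence rise; in these data hits start at about 4.7%; inactives centre near -7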
MrgX1 allo act = positive allosteric modulators of MrgX1, primary screen, HEK293 cells, Fluo-4 calcium flux | B-score at 10 µM | AID 588675, 2011 | FDSS; hits give high values | 0.63% of 310,000 active | Mas-related G-protein coupled receptor member X1 (Homo sapiens), Q96LB2;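 active = plate-corrected calcium response at least 3 library SD above typical, normal starting fluorescence, not activating the receptor alone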;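 also: compound read alongside a low EC10 to EC30 dose of BAM8-22 agonist; peak minus trough fluorescence over baseline measured at the second addition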
Target sequence (Q96LB2 whole entry, looked up): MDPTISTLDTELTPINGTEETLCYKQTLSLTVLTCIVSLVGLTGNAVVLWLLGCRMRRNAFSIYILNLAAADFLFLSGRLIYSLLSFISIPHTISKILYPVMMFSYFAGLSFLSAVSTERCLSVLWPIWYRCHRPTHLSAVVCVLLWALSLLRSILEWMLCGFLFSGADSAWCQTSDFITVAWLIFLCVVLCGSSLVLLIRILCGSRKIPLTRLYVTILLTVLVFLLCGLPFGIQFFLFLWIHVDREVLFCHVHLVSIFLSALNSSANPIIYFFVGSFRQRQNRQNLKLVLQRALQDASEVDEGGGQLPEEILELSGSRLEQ
MrgX1 agonist = agonists of human MrgX1 receptor, primary screen, HEK293 cells, Fluo-4 calcium flux. Fluo-4 calcium fluorescence, agonist mode; hits give high values. Mas-related G-protein coupled receptor member X1 (Homo sapiens), Q96LB2. AID 588627, 2011. B-score at 10 µM. 0.44% of 310,000 active;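 active = calcium response B-score plate-corrected fluorescence ratio at least 3 library SD, with starting fluorescence B-score inside 5 SD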
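System – MrgX1-expressing HEK293 cells · Incubation – cells plated overnight, dye loaded 0.5 h 37 °C, 0.5 h room temperature · Technique – kinetic Fluo-4 NW fluorescence of intracellular calcium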
RGS4 act = RGS4 potentiators or activators, primary screen, cell-based, HEK293 M3R inducible RGS4, calcium flux; carbachol calcium flux Fluo4; hits give low values; B-score at 10 µM; 0.92% of 310,000 active; AID 463111, 2010;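 active = B-score of the integrated calcium signal more than 4 SD below the library mean, with starting fluorescence not abnormally high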;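 also: negative B-score means reduced calcium response which marks RGS4 activation or potentiation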
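Reagent: ECmax carbachol challenge; Test system: M3R-expressing HEK293 line, RGS4 induced by doxycycline; Schedule: overnight RGS4 induction, 30 min dye load 37 °C, 20 min compound RT; Detection: calcium dye Fluo4 fluorescence; Read-out: Agonist-evoked peak-minus-minimum fluorescence over baseline, integrated ratio, B score.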
The depositor's hits bear a star.

How did Cc1ccc(-c2nnc(N3CCCCC3)c3ccccc23)cc1S(=O)(=O)NCC1CCCO1 (centres undefined) do in these assays?
KCNQ1 inh: inactive; RGS4 block: inactive; KCNK3 block: inactive; KCNQ1 pot: inactive; TMEM16A act: inactive; KCNK9 block: -12*; ANO1 block: inactive; hERG protect: -20; MrgX1 allo act: inactive; MrgX1 agonist: inactive; RGS4 act: inactive

How did COc1ccccc1NC(=S)N(Cc1ccc(C)cc1)Cc1cccnc1 do in these assays?
KCNQ1 inh: inactive; RGS4 block: inactive; KCNK3 block: inactive; KCNQ1 pot: inactive; TMEM16A act: inactive; KCNK9 block: inactive; ANO1 block: inactive; hERG protect: -3; MrgX1 allo act: inactive; MrgX1 agonist: inactive; RGS4 act: inactive

Results for Cc1ccccc1N(CC(=O)Nc1ccccc1C(=O)O)S(C)(=O)=O ?
KCNQ1 inh: inactive; RGS4 block: inactive; KCNK3 block: inactive; KCNQ1 pot: inactive; TMEM16A act: inactive; KCNK9 block: inactive; ANO1 block: inactive; hERG protect: -7; MrgX1 allo act: inactive; MrgX1 agonist: inactive; RGS4 act: inactive

What do the screens show for `Cc1cccc(NS(=O)(=O)c2ccc(OCC(=O)N3CCCC3)cc2)c1`?
KCNQ1 inh: inactive; RGS4 block: inactive; KCNK3 block: inactive; KCNQ1 pot: inactive; TMEM16A act: inactive; KCNK9 block: inactive; ANO1 block: inactive; hERG protect: -10; MrgX1 allo act: inactive; MrgX1 agonist: inactive; RGS4 act: inactive

Results for O=c1[nH]c(=O)n(-c2ccccc2)c2c1C(C(F)(F)F)(C(F)(F)F)N=C(CCC1CCCCC1)N2 ?
KCNQ1 inh: inactive; RGS4 block: inactive; KCNK3 block: inactive; KCNQ1 pot: inactive; TMEM16A act: inactive; KCNK9 block: inactive; ANO1 block: inactive; hERG protect: -3; MrgX1 allo act: inactive; MrgX1 agonist: inactive; RGS4 act: inactive

What do the screens show for `Cc1occc1C(=O)Nc1cccc(Cn2cccn2)c1`?
KCNQ1 inh: inactive; RGS4 block: inactive; KCNK3 block: inactive; KCNQ1 pot: inactive; TMEM16A act: inactive; KCNK9 block: inactive; ANO1 block: inactive; hERG protect: -12; MrgX1 allo act: inactive; MrgX1 agonist: inactive; RGS4 act: inactive

How did COc1ccccc1C(=O)Nc1cccc(N(C)S(C)(=O)=O)c1 do in these assays?
KCNQ1 inh: inactive; RGS4 block: inactive; KCNK3 block: inactive; KCNQ1 pot: inactive; TMEM16A act: inactive; KCNK9 block: inactive; ANO1 block: inactive; hERG protect: -2; MrgX1 allo act: inactive; MrgX1 agonist: inactive; RGS4 act: inactive

How did O=C(CSc1nc(O)cc(=O)n1-c1ccccc1)N1CCCCC1 do in these assays?
KCNQ1 inh: inactive; RGS4 block: inactive; KCNK3 block: inactive; KCNQ1 pot: inactive; TMEM16A act: inactive; KCNK9 block: inactive; hERG protect: -4; RGS4 act: inactive

How did COc1ccc(CNC(=O)C(c2ccc(C)o2)N(C(=O)c2csnn2)c2ccc(C(C)C)cc2)cc1 (centres undefined) do in these assays?
KCNQ1 inh: inactive; RGS4 block: inactive; KCNK3 block: inactive; KCNQ1 pot: inactive; TMEM16A act: inactive; KCNK9 block: inactive; ANO1 block: inactive; hERG protect: -12; MrgX1 allo act: inactive; MrgX1 agonist: inactive; RGS4 act: inactive

Results for CC(C)c1nc(SCc2c(F)cccc2Cl)c2c(=O)n(C)c(=O)n(C)c2n1 ?
KCNQ1 inh: inactive; RGS4 block: inactive; KCNK3 block: inactive; KCNQ1 pot: inactive; TMEM16A act: inactive; KCNK9 block: inactive; ANO1 block: inactive; hERG protect: -6; MrgX1 allo act: inactive; MrgX1 agonist: inactive; RGS4 act: inactive

Two entries drawn at random from those above, as already listed:
How did Cc1ccc(-c2nnc(N3CCCCC3)c3ccccc23)cc1S(=O)(=O)NCC1CCCO1 (centres undefined) do in these assays?
KCNQ1 inh: inactive; RGS4 block: inactive; KCNK3 block: inactive; KCNQ1 pot: inactive; TMEM16A act: inactive; KCNK9 block: -12*; ANO1 block: inactive; hERG protect: -20; MrgX1 allo act: inactive; MrgX1 agonist: inactive; RGS4 act: inactive

How did O=C(CSc1nc(O)cc(=O)n1-c1ccccc1)N1CCCCC1 do in these assays?
KCNQ1 inh: inactive; RGS4 block: inactive; KCNK3 block: inactive; KCNQ1 pot: inactive; TMEM16A act: inactive; KCNK9 block: inactive; hERG protect: -4; RGS4 act: inactive

New compounds follow.
What do the screens show for `COCCC(=O)N1CCc2c([nH]c3ccccc23)C1C(C)(C)C` (centres undefined)?
KCNQ1 inh: inactive; RGS4 block: inactive; KCNK3 block: inactive; KCNQ1 pot: inactive; TMEM16A act: inactive; KCNK9 block: inactive; ANO1 block: inactive; hERG protect: -26; MrgX1 allo act: inactive; MrgX1 agonist: inactive; RGS4 act: inactive

What do the screens show for `COc1cccc(N2CCN(C(=O)c3ccc(CS(=O)c4ccc(Cl)cc4)o3)CC2)c1` (centres undefined)?
KCNQ1 inh: inactive; RGS4 block: inactive; KCNK3 block: inactive; KCNQ1 pot: inactive; TMEM16A act: inactive; KCNK9 block: inactive; ANO1 block: inactive; hERG protect: -19; MrgX1 allo act: inactive; MrgX1 agonist: inactive; RGS4 act: inactive

What do the screens show for `COc1ccc(OCCOC(=O)CNS(=O)(=O)c2ccc(SC)c([N+](=O)[O-])c2)cc1`?
KCNQ1 inh: inactive; RGS4 block: inactive; KCNK3 block: inactive; KCNQ1 pot: inactive; TMEM16A act: inactive; KCNK9 block: inactive; ANO1 block: inactive; hERG protect: -5; MrgX1 allo act: inactive; MrgX1 agonist: inactive; RGS4 act: inactive

What do the screens show for `CCC(=O)N1CCN=C1SCc1cc(C)ccc1C`?
KCNQ1 inh: inactive; RGS4 block: inactive; KCNK3 block: inactive; KCNQ1 pot: inactive; TMEM16A act: inactive; KCNK9 block: inactive; ANO1 block: inactive; hERG protect: -7; MrgX1 allo act: inactive; MrgX1 agonist: inactive; RGS4 act: inactive

What do the screens show for `CCC1CCCCN1CCCNC(=O)Cn1c(=O)c2cccn2c2ccccc21` (centres undefined)?
KCNQ1 inh: inactive; RGS4 block: inactive; KCNK3 block: inactive; KCNQ1 pot: inactive; TMEM16A act: inactive; KCNK9 block: inactive; ANO1 block: inactive; hERG protect: -9; MrgX1 allo act: inactive; MrgX1 agonist: inactive; RGS4 act: inactive

How did Cc1cc2c(c(=O)n1C)C(Cc1ccccc1)C(C#N)=C(N)O2 (centres undefined) do in these assays?
KCNQ1 inh: inactive; RGS4 block: inactive; KCNK3 block: inactive; KCNQ1 pot: inactive; TMEM16A act: inactive; KCNK9 block: inactive; ANO1 block: inactive; hERG protect: -15; MrgX1 allo act: inactive; MrgX1 agonist: inactive; RGS4 act: inactive

How did COc1ccccc1NC(=O)CN1CCC(c2nc3ccccc3[nH]2)CC1 do in these assays?
KCNQ1 inh: inactive; RGS4 block: inactive; KCNK3 block: inactive; KCNQ1 pot: inactive; TMEM16A act: inactive; KCNK9 block: inactive; ANO1 block: inactive; hERG protect: -23; MrgX1 allo act: inactive; MrgX1 agonist: inactive; RGS4 act: inactive

Results for NS(=O)(=O)c1ccc(NS(=O)(=O)c2ccc(C3CNC(=O)C3)cc2)cc1 (centres undefined) ?
KCNQ1 inh: inactive; RGS4 block: inactive; KCNK3 block: inactive; KCNQ1 pot: inactive; TMEM16A act: inactive; KCNK9 block: inactive; ANO1 block: inactive; hERG protect: -11; MrgX1 allo act: inactive; MrgX1 agonist: inactive; RGS4 act: inactive

How did c1ccc2c(c1)ccc1nnnn12 do in these assays?
KCNQ1 inh: inactive; RGS4 block: inactive; KCNK3 block: inactive; KCNQ1 pot: inactive; TMEM16A act: inactive; KCNK9 block: inactive; ANO1 block: inactive; hERG protect: -11; MrgX1 allo act: inactive; MrgX1 agonist: inactive; RGS4 act: inactive

How did COc1cnc(-c2ccccc2)nc1Sc1ccccc1 do in these assays?
KCNQ1 inh: inactive; RGS4 block: inactive; KCNK3 block: inactive; KCNQ1 pot: inactive; TMEM16A act: inactive; KCNK9 block: inactive; ANO1 block: inactive; hERG protect: -17; MrgX1 allo act: inactive; MrgX1 agonist: inactive; RGS4 act: inactive

Results for O=C(NC(=S)Nc1c(Cl)ccc2nsnc12)c1ccccc1F ?
KCNQ1 inh: inactive; RGS4 block: inactive; KCNK3 block: inactive; KCNQ1 pot: inactive; TMEM16A act: inactive; KCNK9 block: inactive; ANO1 block: inactive; hERG protect: -9; MrgX1 allo act: inactive; MrgX1 agonist: inactive; RGS4 act: inactive

What do the screens show for `O=C(NC1CCN(Cc2cccc([N+](=O)[O-])c2)CC1)c1ccccc1`?
KCNQ1 inh: inactive; RGS4 block: inactive; KCNK3 block: inactive; KCNQ1 pot: inactive; KCNK9 block: inactive; ANO1 block: inactive; hERG protect: -8; MrgX1 allo act: inactive; MrgX1 agonist: inactive; RGS4 act: inactive

What do the screens show for `CC(=O)N1N=C(c2cccc([N+](=O)[O-])c2)OC1c1cccc(Br)c1` (centres undefined)?
KCNQ1 inh: inactive; RGS4 block: inactive; KCNK3 block: inactive; KCNQ1 pot: inactive; TMEM16A act: inactive; KCNK9 block: inactive; ANO1 block: inactive; hERG protect: -2; MrgX1 allo act: inactive; MrgX1 agonist: inactive; RGS4 act: inactive

What do the screens show for `CCCc1nc2ccccc2c(C(=O)OCC(=O)N2CCc3ccccc32)c1CC`?
KCNQ1 inh: inactive; RGS4 block: inactive; KCNK3 block: inactive; KCNQ1 pot: inactive; TMEM16A act: inactive; KCNK9 block: -6.6*; ANO1 block: inactive; hERG protect: -11; MrgX1 allo act: inactive; MrgX1 agonist: inactive; RGS4 act: -8.6*

Rows are unselected; any-hit rate near 6.3%.
